# Source: PubChem (ICCB-Longwood Screening Facility, Harvard Medical School)
# Polio RdRp inh: poliovirus RdRp elongation inhibitors, primary screen, biochemical, fluorescence polarization, total intensity | Genome polyprotein (Poliovirus type 1 (strain Mahoney)), P03300 | poliovirus polymerase elongation; active compounds read low | 0.66% of 150,000 active | % elongation, % (compound at 16.7 µg/mL); in the data active means % elongation below about 90%; further: some results filed as inactive read as strong as hits
# Target sequence (P03300 1749-2209 limits assumed): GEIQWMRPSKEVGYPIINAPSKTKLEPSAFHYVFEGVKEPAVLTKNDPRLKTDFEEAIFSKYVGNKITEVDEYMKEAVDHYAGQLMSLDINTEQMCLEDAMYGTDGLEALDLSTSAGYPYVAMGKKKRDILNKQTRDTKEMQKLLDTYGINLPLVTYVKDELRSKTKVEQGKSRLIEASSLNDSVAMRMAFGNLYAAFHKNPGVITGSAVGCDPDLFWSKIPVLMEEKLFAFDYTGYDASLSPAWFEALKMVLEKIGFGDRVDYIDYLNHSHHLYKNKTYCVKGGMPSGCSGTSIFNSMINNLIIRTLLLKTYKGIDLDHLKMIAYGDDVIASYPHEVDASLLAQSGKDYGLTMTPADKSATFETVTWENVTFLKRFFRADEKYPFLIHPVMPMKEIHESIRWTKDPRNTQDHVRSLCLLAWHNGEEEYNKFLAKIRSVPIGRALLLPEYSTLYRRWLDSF
# Polio RdRp inh FP z-score: recorded beside Polio RdRp inh, whose call it bears; z-score; measured here: FP z-score; hits read low
# Numbers without * were called inactive. This is a subset; count on the stated rates, not on these rows.
SMILES,Polio RdRp inh,Polio RdRp inh FP z-score
Cc1ccc2nc(Cl)c3cc(C(=O)NC4CCCCCC4)sc3c2c1,103.0,-0.2
NS(=O)(=O)c1ccc(NC(=O)COc2ccc(F)cc2)cc1,105.0,0.2
CN(C)S(=O)(=O)c1ccc(N2CCCC2)c(C(=O)OCc2nc3ccsc3c(=O)[nH]2)c1,105.0,0.2
COc1ccc(CCC(C(O)C(F)(F)F)S(=O)c2ccccc2)cc1 (configuration not stated),103.0,0.3
COc1ccc2oc(C(F)(F)C(F)(F)C(F)(F)C(F)F)cc(=O)c2c1,103.0,0.2
Cc1ccc(-c2nnc(Nc3ccc(O)cc3)c3ccccc23)cc1S(=O)(=O)NC(C)(C)CO,106.0,-0.8
CCCc1ccc(OCC(=O)Nc2sc3c(c2C(=O)OCC)CCC(C(C)(C)C)C3)cc1 (configuration not stated),102.0,-0.1
CC(C)(C)c1ccc(/C=C2\CCCC(=C3SCCCS3)C2=O)c2c1OCO2,103.0,0
Cc1ccc(-c2nc(CS(=O)CC(=O)N3CCN(c4cccc(Cl)c4)CC3)c(C)o2)cc1 (configuration not stated),109.0,0.5
CC(C(=O)NCC1CCCCC1)N1CC=C(c2ccccc2)CC1 (configuration not stated),107.0,0.4
O=C(Cn1cnnn1)N(Cc1ccco1)Cc1cccs1,107.0,0.4
O=C(Nc1nc(-c2ccc(S(=O)(=O)N3CCCC3)cc2)cs1)c1cccs1,101.0,0.3
CN1CCN(c2ccc(CNS(=O)(=O)c3cn(C)cn3)cc2)CC1,101.0,-0.5
COc1ccc(S(=O)(=O)c2c(O)c3ccc(C(=O)NCc4ccc(F)cc4)cc3[nH]c2=O)cc1,105.0,-0.1
COC(CNC(=O)c1cc2c(=O)[nH]c3ccc(C)cc3c2s1)OC,101.0,-0.5
Cc1ccc(-n2c(SCC(=O)Nc3ccc4c(c3)OCO4)nc3c([nH]c4ccccc43)c2=O)cc1,106.0,-0.2
O/N=C\c1ccc(-c2ccc(Cl)cc2)o1,100.0,0.1
Cc1ccc(CNC(=O)c2cn(C)c3ccc(S(=O)(=O)N(C)C)cc3c2=O)cc1,99.0,-0.8
CS(=O)(=O)Nc1ccc(C(=O)NCCc2ccccc2)cc1,101.0,0.1
CCOC(=O)c1sc(N)c(C#N)c1COC(=O)C1Cc2ccccc2CN1S(C)(=O)=O (configuration not stated),43.0,-7.7
Cc1ccc2c(c1)NC(C1=NS(=O)(=O)c3ccc(C)cc3N1)=NS2(=O)=O,102.0,0.1
COCCn1c(C)cc(C(=O)COC(=O)CCc2nc3ccccc3s2)c1C,105.0,0.3
CCOC(=O)N1CCc2c(sc3c2C(=O)NC(c2ccc(C(=O)OC)cc2)N3)C1 (configuration not stated),105.0,0.2
O=C(CSc1nnc(Nc2ccccc2F)s1)Nc1ccc2c(c1)OCCCO2,106.0,-0.5
Cc1cc(C)cc(OCC(=O)Nc2nc3c(s2)CC(C(C)(C)C)CC3)c1 (configuration not stated),108.0,0.1
CCOC(=O)c1sc(SC)c2c1CCc1cnc(SC)nc1-2,103.0,-0.5
C/C(NNc1ccccc1)=C(/C#N)C(N)=S,101.0,-0.1
Cc1ccc(Cn2c(C(=O)O)c(CNCCc3ccco3)c3ccc(C)cc32)cc1,107.0,0
O=C1OCCC1Sc1nc2ccccc2n1Cc1ccccc1 (configuration not stated),103.0,0.3
CC(C)(C)c1ccc(S(=O)(=O)N2CCC(c3ccncc3)CC2)cc1,104.0,-0.7
O=C(c1ccco1)N1CCC2(CC1)OCCO2,104.0,2.1
O=C(CNS(=O)(=O)c1ccccc1)OCc1csc(-c2ccccc2)n1,106.0,0.5
NC(=O)COc1ccc2oc3ccccc3c2c1,99.0,-0.5
OCc1cc(Br)cc(CO)c1O,110.0,1.3
O=C(NCCc1ccccc1)c1ccc(CS(=O)Cc2cccc(Cl)c2)o1 (configuration not stated),102.0,0.3
Cc1oc(C(C)(C)C)cc1C(=O)NC1CCN(Cc2ccccc2)CC1,102.0,0
Cc1cccc(N2CCN(S(=O)(=O)c3csc(C(N)=O)c3)CC2)c1C,107.0,0.2
CCCN1Cc2cccc(C(=O)Nc3cccc(C(=O)OCC)c3)c2C1=O,102.0,-1.6
CC1CCCN(C(=O)c2cc(-c3ccccc3)n[nH]2)C1 (configuration not stated),101.0,-0.2
COc1ccc(Br)cc1CN(C)C(C)C(=O)Nc1ccc2c(c1)OCO2 (configuration not stated),98.0,-0.4
Cc1cccc(NC(=O)C2CCC(CNS(=O)(=O)c3ccc4c(c3)CCCC(=O)N4)CC2)c1C (configuration not stated),99.0,-1.6
CN(C)P(=NC(=O)COc1ccc(Cl)cc1Cl)(N(C)C)N(C)C,102.0,-0.1
CCC(=O)Nc1cc(C(=O)N2CCC3(CC2)OCCO3)ccc1S(=O)(=O)c1ccc(C)cc1,100.0,-1.1
CCOC(=O)c1ccc2c(c1)nc(SCC(=O)C(C)(C)C)n2CC,102.0,-0.1
O=C(Nc1sc2c(c1C(=O)O)CCCC2)c1cccs1,98.0,-0.9
CCc1ccc(N2CC34C=CC(O3)C(C(=O)O)C4C2=O)cc1 (configuration not stated),103.0,0.5
CCCn1c(N)c(C(=O)CSc2nnc(-c3ccco3)n2-c2ccccc2)c(=O)n(C)c1=O,111.0,1.1
CC1(C)CC2CC(C)(CN2c2nc(-c3ccco3)cc(C(F)(F)F)n2)C1 (configuration not stated),100.0,0
Cc1ccc(C)c(NC(=O)C(CC(C)C)N2Cc3ccccc3C2=O)c1 (configuration not stated),115.0,1.9
CCS(=O)(=O)N1CCC(C(=O)NC2CCCCC2C)CC1 (configuration not stated),103.0,1
CC(C)c1ccc2[nH]c3c(c2c1)CCCC3O (configuration not stated),101.0,-0.1
CCc1cc2c(cc3c(=O)n(CC(=O)N4CC(C)CC(C)C4)nc(CC)n32)s1 (configuration not stated),101.0,-1.1
COc1cccc(NC(=O)C2CCN(c3cc(C)nc4c(-c5ccc(Cl)cc5)c(C)nn34)CC2)c1,104.0,-0.4
O=C(/C=C/c1ccccc1)NCCOc1ccccc1,105.0,0.1
Cc1ccc(S(=O)(=O)NC2CCN(c3ncccn3)CC2)cc1,101.0,-0.6
CC1CCCC(NC(=O)CSc2ccccc2Cl)C1C (configuration not stated),101.0,0.1
CC(C)NC(=O)/C(C#N)=C/c1ccccc1,101.0,-0.2
CC(C)C(=O)NCC(c1ccc2c(c1)OCO2)N1CCN(c2ccccc2)CC1 (configuration not stated),100.0,-1.8
Cc1ccc(-n2nc(C)c3c(C(=O)O)cc(C)nc32)cc1,112.0,1.1
O=C(OCCOc1ccc(Br)cc1)c1ccc(Br)o1,108.0,0.6
# Further entries follow.
SMILES,Polio RdRp inh,Polio RdRp inh FP z-score
Cc1cccc(NC(=O)CN(C)S(=O)(=O)c2ccc3c(c2)c(=O)n(C)c(=O)n3C)c1,105.0,0.2
Cc1ccc(CN2CCCN(CC(N)=O)S2(=O)=O)cc1,101.0,-0.2
O=C(CCCC(=O)Nc1ccccc1)Nc1ccccc1,99.0,0
Cc1cc(C)cc(Sc2ccc3nnc(-c4ccccc4)n3n2)c1,94.0,-1.8
CCn1ncc(C2=NOC(C(=O)NCc3ccc(Cl)cc3)C2)c1C (configuration not stated),103.0,0.7
O=C1CC(N2CCN(S(=O)(=O)c3ccc(Cl)cc3)CC2)C(=O)N1c1ccccc1Cl (configuration not stated),96.0,-0.7
O=C(c1ccc(COc2cc(Cl)ccc2Cl)o1)N1CCSCC1,101.0,-0.2
Cc1ccccc1N1C(=O)C(Oc2ccc(Cl)cc2)C1CNc1ccccc1 (configuration not stated),101.0,-0.4
O=C1c2ccccc2S(=O)(=O)N1Cc1ccc(Cl)cc1Cl,103.0,0.3
O=C(OCc1nnc(-c2ccccc2)o1)c1ccccc1N/C=C/C(=O)C(F)(F)F,104.0,0.3
Cc1ccc(S(=O)(=O)C2(C(=O)Nc3ccc(C(C)C)cc3)CC2)cc1,110.0,1
NCCc1ccccn1,100.0,-0.2
Cc1onc(-c2ccccc2Cl)c1C(=O)NCC12CC3CC(CC(C3)C1)C2,101.0,-0.2
CC(C)C(=O)n1nc(-c2ccc(Cl)cc2)nc1NCc1ccccc1,101.0,-0.1
O=C(CSc1n[nH]c(=O)n1Cc1ccccc1)NC1CC1,102.0,-0.2

# 3 entries drawn at random from the list so far:
SMILES,Polio RdRp inh,Polio RdRp inh FP z-score
O=C1CC(N2CCN(S(=O)(=O)c3ccc(Cl)cc3)CC2)C(=O)N1c1ccccc1Cl (configuration not stated),96.0,-0.7
Cc1ccc(S(=O)(=O)C2(C(=O)Nc3ccc(C(C)C)cc3)CC2)cc1,110.0,1
CCn1ncc(C2=NOC(C(=O)NCc3ccc(Cl)cc3)C2)c1C (configuration not stated),103.0,0.7

# Continued.
SMILES,Polio RdRp inh,Polio RdRp inh FP z-score
CC1CCCCN1C(=O)CSc1n[nH]c(-c2ccccc2Cl)n1 (configuration not stated),104.0,-0.9
Cc1[nH]c2ccccc2c1C=NC1CCS(=O)(=O)C1 (configuration not stated),102.0,-0.2
CCN(Cc1ccccc1)Cc1c(C)n(C)n(-c2ccccc2)c1=O,103.0,0
c1ccc2sc(N3CCNCC3)nc2c1,104.0,0.5
N#CCn1ccn(-c2ccc(F)c(Cl)c2)c(=O)c1=O,103.0,0.1
COc1ccc(N2CCN(C(=O)Cn3nc(Cc4cccnc4)c4ccccc4c3=O)CC2)cc1,106.0,0.4
Cc1c(N2C(=O)/C(=C\c3ccc(N(C)C)cc3)N(C)C2=S)c(=O)n(-c2ccccc2)n1C,44.0,-9.7
CCCCOC(=O)c1ccc(NC(=O)c2cc(=O)c3ccccc3o2)cc1,112.0,0.9
CCC(C)N(C(=O)CSc1nc2ccccc2c(=O)n1-c1ccccc1)C1CCS(=O)(=O)C1 (configuration not stated),100.0,-0.3
COC(=O)c1ccc(NC(=O)Nc2nnc(N(C)C3CCCCC3)s2)cc1,104.0,-0.8
Cc1cc2oc(=O)cc(CSc3nnc(-c4ccoc4C)n3C)c2cc1C,100.0,-0.2
O=C(Cn1nc(C(F)(F)F)c2c1CCCC2)Nc1ccc(Cl)cc1,107.0,0.7
Cc1cc(Cl)ccc1OCC(=O)Oc1ccc2c(c1)OCO2,101.0,-0.3
Cc1ccc(CN2C(=O)CSc3ccc(C(=O)NCC4CCCO4)cc32)cc1 (configuration not stated),102.0,0.2
CC(Sc1nnnn1Cc1cccs1)C(=O)Nc1ccc2c(c1)OCCO2 (configuration not stated),103.0,-0.1
Cc1ccc2cccc(NC(=O)c3cccc4c(Br)cccc34)c2n1,109.0,1.1
O=C(Cn1c(-c2ccccc2)noc1=O)NCc1ccccc1,100.0,-0.4
O=C(NCCc1csc(-c2cccc(F)c2)n1)C(=O)Nc1cc(F)ccc1F,104.0,-0.8
COc1ccc(Nc2nc(C(=O)NCc3ccccc3)cs2)cc1,106.0,0.2
CN1CCN(C(=O)C2CCN(S(C)(=O)=O)CC2)CC1,100.0,0
Cc1ccc(-n2c(=O)c3cccnc3n2CC(=O)NCc2ccccc2Cl)cc1C,100.0,-0.7
COc1ccc(NC(=O)CN2CCN(Cc3ccccc3)S2(=O)=O)c(OC)c1,118.0,3
COC(=O)c1cc(C)sc1NC(=O)CN1CCN(Cc2ccccc2)CC1,99.0,-1.3
N#C/C(=C\c1[nH]c2ccccc2c1O)C(=N)N1CCOCC1,68.0,-5
O=c1cc(N2CCN(c3ccccc3)CC2)[nH]c(=O)n1-c1ccc(Br)cc1,99.0,-0.2
CC(C)CC1Nc2ccc(C(=O)NCC3COc4ccccc4O3)cc2NC1=O (configuration not stated),102.0,0.1
CCOC(=O)Cc1ccc(NC(=O)N2CC(CC)Oc3ccccc32)cc1 (configuration not stated),111.0,0.7
Cc1ccc(N(CC(=O)Nc2ccc(C)cc2C)S(=O)(=O)c2c(C)noc2C)cc1,102.0,0.6
CC1Cc2cc(S(=O)(=O)CCC(=O)Nc3ccc(Cl)cc3F)ccc2N1C(=O)C1CC1 (configuration not stated),109.0,0.2
CC(C)Sc1n[nH]c(=O)n1-c1ccccc1,107.0,0.6
CN1CCN(C(=O)c2c(Cl)nc3sccn23)CC1,103.0,0.2
O=C(O)C1CN(C(=O)c2ccccc2)c2cc(Cl)ccc2O1 (configuration not stated),99.0,-1.2
CC1CCCC(NS(=O)(=O)c2cccs2)C1C (configuration not stated),102.0,0.2
CC1CC(=O)C=C(O)C1C(=O)OC(C)(C)C (configuration not stated),102.0,0.5
OCC1CCCCCN1 (configuration not stated),102.0,0.9
CCN(CC)C(=O)Cc1noc2ccccc12,101.0,-0.1
CCc1ccc(-n2nc(CO)c(C(=O)NCCc3ccccc3)n2)cc1,108.0,0.1

# 15 structures already listed, arranged by heavy-atom count, ascending.
SMILES,Polio RdRp inh,Polio RdRp inh FP z-score
OCC1CCCCCN1 (configuration not stated),102.0,0.9
CC1CC(=O)C=C(O)C1C(=O)OC(C)(C)C (configuration not stated),102.0,0.5
CCN(CC)C(=O)Cc1noc2ccccc12,101.0,-0.1
CN1CCN(C(=O)c2c(Cl)nc3sccn23)CC1,103.0,0.2
CN1CCN(C(=O)C2CCN(S(C)(=O)=O)CC2)CC1,100.0,0
N#C/C(=C\c1[nH]c2ccccc2c1O)C(=N)N1CCOCC1,68.0,-5
O=C(Cn1c(-c2ccccc2)noc1=O)NCc1ccccc1,100.0,-0.4
COc1ccc(Nc2nc(C(=O)NCc3ccccc3)cs2)cc1,106.0,0.2
Cc1ccc2cccc(NC(=O)c3cccc4c(Br)cccc34)c2n1,109.0,1.1
CCc1ccc(-n2nc(CO)c(C(=O)NCCc3ccccc3)n2)cc1,108.0,0.1
O=c1cc(N2CCN(c3ccccc3)CC2)[nH]c(=O)n1-c1ccc(Br)cc1,99.0,-0.2
COc1ccc(NC(=O)CN2CCN(Cc3ccccc3)S2(=O)=O)c(OC)c1,118.0,3
CC(C)CC1Nc2ccc(C(=O)NCC3COc4ccccc4O3)cc2NC1=O (configuration not stated),102.0,0.1
Cc1ccc(N(CC(=O)Nc2ccc(C)cc2C)S(=O)(=O)c2c(C)noc2C)cc1,102.0,0.6
CC1Cc2cc(S(=O)(=O)CCC(=O)Nc3ccc(Cl)cc3F)ccc2N1C(=O)C1CC1 (configuration not stated),109.0,0.2
